aSyn UTR inh – MLPCN primary screen, SNCA 5' untranslated region; alpha-synuclein 5'UTR reporter, inhibitor activity; inhibition, % (tested at 7.5 µM); 300,000 compounds, 0.82% hits; in the data active = inhibition above about 60%;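 note: H4 neuroglioblastoma cells stably carrying SNCA 5'UTR luciferase fusion; 0% = DMSO wells and 100% = positive control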
HIF activator – HIF pathway transcriptional activation; 300,000 compounds, 0.32% hits; U2OS HRE-luciferase reporter, luminescence; normalized: DMSO 0%, desferrioxamine 100%; activation, % at 7.5 µM (by protocol);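 active = mean activation of at least 10% of the iron chelator positive control signal, with at least half of replicates also reaching 10%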
HSF-1 act – increases HSF-1 driven luciferase reporter signal; 300,000 compounds, 1.7% hits; NIH3T3-HGL HSF-1 luciferase reporter, MG132, 8 h; 100% = twice DMSO control signal; activation, % at 9 µM;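 active = mean replicate activation of at least 50% with a set share of replicates each reaching 50%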;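 note: 0% = median of the neutral control wells and 100% = twice that signal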
IEC-6 tox – IEC-6 cytotoxicity, counter-screen for KLF5 inhibitors | inhibition, % at 5 µM | luminescence viability | 290,000 compounds, 0.78% hits | AID 1825; in the data active = inhibition above about 22%;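 note: 0% = plate median of test compound wells and 100% = cytotoxic reference compound wells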
GSK3beta inhib – blocks human GSK3beta kinase activity; P49841; GST-GSK3beta kinase, ADP-Glo luminescence, 60 min; active compounds read low; activity score (negative = inhibition), % at 10 µM; 300,000 compounds, 0.038% hits; AID 2097;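 active = more than half of replicate wells score below -50%, meaning over 50% inhibition versus plate controls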;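 note: 0% = median DMSO wells and -100% = median GW8510 positive control wells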
Target sequence (P49841 whole entry, looked up): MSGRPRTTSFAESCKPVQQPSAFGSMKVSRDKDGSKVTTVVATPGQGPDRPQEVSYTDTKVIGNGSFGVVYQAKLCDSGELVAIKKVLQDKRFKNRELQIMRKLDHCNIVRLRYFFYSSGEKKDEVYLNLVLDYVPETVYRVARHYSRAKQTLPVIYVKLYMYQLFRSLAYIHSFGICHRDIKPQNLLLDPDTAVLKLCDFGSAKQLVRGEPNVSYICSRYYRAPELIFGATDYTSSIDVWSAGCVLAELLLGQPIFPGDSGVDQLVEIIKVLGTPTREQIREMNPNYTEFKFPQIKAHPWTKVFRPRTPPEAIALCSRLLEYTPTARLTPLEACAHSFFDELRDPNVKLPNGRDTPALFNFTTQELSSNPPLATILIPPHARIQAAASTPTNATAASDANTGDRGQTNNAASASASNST
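Assay system: GST-fused GSK3beta enzyme, cell-free / Medium: Tris pH 7.5 buffer with MgCl2, DTT, BSA, heparin / Also added: peptide substrate plus 25 µM ATP (final) / Compound: 10 µM single point / Timing: kinase reaction with compound 60 min at room temperature / Detection: ADP-Glo luminescence / Benchmarks: DMSO neutral wells and GW8510 at 20 µM as positive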
AI-2 QS mod – Vibrio harveyi AI-2 quorum sensing modulation; Vibrio harveyi JMH597 AI-2 luminescence/OD600 ratio, 9 h; active compounds read low; strain lacks LuxN and CqsS sensors; 0 = neutral-control median; 300,000 compounds, 0.4% hits; activity change, % at 7.5 µM; in the data active = activity change below about -75%, passing the limit was not always enough;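 note: luminescence divided by OD600 gain over 9 h not by final OD600 alone; inactives centre near 13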
HSP90 inh – HSP90 refolding inhibition in rabbit reticulocyte lysate | luciferase refolding luminescence, 3 h | inhibition, % at 5.6 µM | 290,000 compounds, 0.91% hits;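 active = inhibition above the screen-wide mean plus 3 SD, computed separately per campaign, cut at about 16% in these data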;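 note: 0% = DMSO wells and 100% = 60 µM geldanamycin wells; inhibitors lower the luminescence because luciferase stays unfolded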
KLF5 inh – kruppel-like factor 5 inhibition; 290,000 compounds, 0.23% hits; DLD-1 KLF5 promoter-luciferase reporter, luminescence; inhibition, % at 5 µM; AID 1700;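 active = inhibition above a per-plate limit of that plate's mean compound inhibition plus 3 SD, cut at about 60% in these data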;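 note: 0% = DMSO wells and 100% = LY294002 at 200 µM; higher means less KLF5 promoter-driven luciferase light; inactives centre near -14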
HSF1 inhib – HSF1 inhibition; activity change, negative = inhibition, % at 7.5 µM (by protocol); 300,000 compounds, 0.77% hits; NIH3T3-HGL HSE-luciferase, MG132-induced, luminescence 8 h; active compounds read low;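 active = more than half of replicate wells show activity change below -50%, luminescence cut by over half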;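 note: luciferase reports HSF-1 transcriptional activity via heat shock element; 0% = median of DMSO wells and -100% = zero luminescence signal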
GSK3 alpha inh – human GSK-3 alpha kinase inhibition | P49840 | ADP-Glo luminescence, 60 min | inhibition, % at 10 µM | 320,000 compounds, 0.1% hits;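 in the data active = inhibition above about 50%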;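 note: GST-tagged GSK-3 alpha with peptide substrate and 25 µM ATP; 0% = DMSO neutral wells and 100% = GW8510 positive control wells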
Target sequence (P49840 whole entry, looked up): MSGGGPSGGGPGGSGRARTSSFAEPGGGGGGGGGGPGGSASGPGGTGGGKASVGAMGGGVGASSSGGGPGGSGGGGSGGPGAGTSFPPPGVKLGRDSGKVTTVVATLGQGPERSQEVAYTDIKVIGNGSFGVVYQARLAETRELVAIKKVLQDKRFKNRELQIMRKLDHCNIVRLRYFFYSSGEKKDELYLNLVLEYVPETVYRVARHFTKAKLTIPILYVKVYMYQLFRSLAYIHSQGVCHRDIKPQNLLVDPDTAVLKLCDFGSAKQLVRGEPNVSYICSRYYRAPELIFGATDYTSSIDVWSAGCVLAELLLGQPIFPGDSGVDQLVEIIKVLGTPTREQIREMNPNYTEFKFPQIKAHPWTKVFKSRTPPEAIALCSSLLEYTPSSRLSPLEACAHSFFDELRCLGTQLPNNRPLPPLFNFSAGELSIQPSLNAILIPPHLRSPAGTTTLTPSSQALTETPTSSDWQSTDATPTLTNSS
Numbers without * were called inactive; · = not tested or not shown.

SMILES	aSyn UTR inh	HIF activator	HSF-1 act	IEC-6 tox	GSK3beta inhib	AI-2 QS mod	HSP90 inh	KLF5 inh	HSF1 inhib	GSK3 alpha inh
O=C(NC1CCCCC1)c1cccs1	-5	0.2	-2	0	-1	-2	2	-20	-4	3
O=C(CSc1nnc(NC(=O)C2CC(=O)N(c3ccc(F)cc3)C2)s1)NC1CCCC1 (stereo unspecified)	1	-0.6	0	1	3	16	-2	-34	-2	-3
O=C(NCc1cccnc1)Nc1cccc([N+](=O)[O-])c1	-15	-0.1	1	14	-2	7	1	-5	0	0
CN1CCN(C(=O)C2CCC(C)(C(=O)O)C2(C)C)CC1 (stereo unspecified)	-4	-0.1	-7	-3	3	19	1	-3	-4	2
Cc1cc([N+](=O)[O-])nn1CC(=O)N/N=C/c1ccccc1F	27	0.3	3	-3	0	20	-6	-5	-2	-1
Cc1ccccc1NC(=O)CSc1nc(N)c2c3c(sc2n1)CSC(C)(C)C3	5	1.4	21	-2	-5	48	6	-19	6	1
NC(=O)c1cccn1-c1ncc(C(F)(F)F)cc1Cl	-9	-0.1	6	2	-2	0	3	3	-1	-6
Cc1ccnc(N2CCC(C(=O)NNC(=O)c3ccncc3)CC2)n1	-2	-0.3	7	-7	1	5	1	-1	-10	5
Cc1ccc(Cl)cc1N1CCN(S(=O)(=O)c2ccc3c(c2)NC(=O)C(C)C(=O)N3)CC1 (stereo unspecified)	8	-0.1	11	-7	0	11	3	-15	2	-3
N/C(=N\N=C\c1cccs1)SC1CC(=O)N(c2cccc([N+](=O)[O-])c2)C1=O (stereo unspecified)	-10	0.0	-2	-1	2	23	-1	-35	1	-2
CCOC(=O)C1CCN(C(=O)Nc2ccc3nc(C)c(C)nc3c2)CC1	6	0.2	6	-6	-3	5	-1	-2	-4	-1
CCC(C(=O)N1CCCCCC1)n1nc(C)n2c(cc3occc32)c1=O (stereo unspecified)	-3	0.5	1	-1	0	1	-3	-13	-3	1
COc1ccc(CNC(=O)C/C(C)=N/NC(=O)C23CC4CC(CC(C4)C2)C3)cc1	-20	0.0	-3	9	2	22	1	-14	3	-1
Cc1ccc(F)cc1NC(=O)CN1C(=O)NC2(CCCc3ccccc32)C1=O (stereo unspecified)	-20	-2.6	-12	·	-3	-2	·	·	-8	-1
COc1ccc(OC)c(CN2C(=O)c3ccccc3C2C(=O)NCC2CCCO2)c1 (stereo unspecified)	-7	-1.2	-15	0	3	8	3	5	-1	11
Cc1cccc2cc(/C=N/NC(=O)[C@H]3C[C@@H]3c3ccccc3)c(Cl)nc12	8	0.3	-24	9	2	5	2	-14	-3	-2
C/C(=N\NC(=O)c1cc(C)nc2ccccc12)c1cccc(Cl)c1	0	-0.4	15	2	-3	11	-1	-31	3	-5
Cc1ccc(C(=O)N(Cc2nc3ccccc3c(=O)[nH]2)C2CCCC2)cc1	-3	0.1	8	2	2	33	3	-32	2	-1
CC(C)C[C@H](NC(=O)NC(C)C)C(=O)O	16	0.0	-5	-3	-2	24	2	2	-1	-6
COc1ccc(Br)cc1C(=O)Nc1ccccc1N1CCCC1	4	-0.5	28	·	0	40	·	·	14	-1
CC(C)(C)OC(=O)N1CCC(c2c(C(=O)NCC3CCN(C4CCCC4)C3)cnn2-c2ccccc2Cl)CC1 (stereo unspecified)	22	-0.2	2	-6	2	22	-3	-26	7	-1
Cc1cc(C(=O)N/N=C/c2ccc(C)s2)n[nH]1	-97	1.8	15	5	-1	18	1	-67	14	1
COc1ccc(-n2c(SCC#N)nc3c(sc(=S)n3-c3ccccc3)c2=O)c(OC)c1	17	0.5	13	1	1	14	4	-44	8	1
CC1(C)CC(=O)C(C=NCCN2CCN(C(=O)c3ccccc3)CC2)=C(O)C1	3	0.1	-3	-7	2	18	-2	-25	-3	-2
CC12CN3CC(C)(CN(C1)C3c1cc(Br)ccc1O)C2=O (stereo unspecified)	11	-32	2	-2	-2	21	2	-25	1	0

Reprinted from the part before: 6 compounds; new compounds follow.
SMILES	aSyn UTR inh	HIF activator	HSF-1 act	IEC-6 tox	GSK3beta inhib	AI-2 QS mod	HSP90 inh	KLF5 inh	HSF1 inhib	GSK3 alpha inh
COc1ccc(Br)cc1C(=O)Nc1ccccc1N1CCCC1	4	-0.5	28	·	0	40	·	·	14	-1
CC(C)(C)OC(=O)N1CCC(c2c(C(=O)NCC3CCN(C4CCCC4)C3)cnn2-c2ccccc2Cl)CC1 (stereo unspecified)	22	-0.2	2	-6	2	22	-3	-26	7	-1
Cc1cc(C(=O)N/N=C/c2ccc(C)s2)n[nH]1	-97	1.8	15	5	-1	18	1	-67	14	1
COc1ccc(-n2c(SCC#N)nc3c(sc(=S)n3-c3ccccc3)c2=O)c(OC)c1	17	0.5	13	1	1	14	4	-44	8	1
CC1(C)CC(=O)C(C=NCCN2CCN(C(=O)c3ccccc3)CC2)=C(O)C1	3	0.1	-3	-7	2	18	-2	-25	-3	-2
CC12CN3CC(C)(CN(C1)C3c1cc(Br)ccc1O)C2=O (stereo unspecified)	11	-32	2	-2	-2	21	2	-25	1	0
COc1ccc(CCNC(=O)CCN2C(=O)C3CC=CCC3C2=O)cc1OC (stereo unspecified)	22	0.6	-34	0	1	4	0	-11	-16	6
COc1ccc(CN2C(=O)c3ccccc3C2OC)cc1 (stereo unspecified)	-22	-18	1	-6	3	41	-3	-51	5	-2
CN(C)S(=O)(=O)N1CCN(C(=O)N2CCCCC2)CC1	16	-0.3	-58	-3	1	46	0	-37	-46	1
Cc1nc(NN)c2c3c(sc2n1)COC(C)(C)C3	-8	-1.0	-13	2	3	18	0	-25	-3	-2
COc1ccc2cc(C(=O)NCc3ccco3)c(=Nc3ccc(C(=O)O)cc3)oc2c1	-21	-0.2	-64	-5	-1	14	3	-35	-63*	7
NS(=O)(=O)c1ccc(NC(=O)COC(=O)CCc2ccccc2)cc1	-3	0.0	9	1	3	6	-1	-7	-2	-2
C#CCOc1c(Cl)cc(/C=N/O)cc1OC	28	0.2	-8	0	-15	7	0	-6	-7	2
Nc1c2c(nc3ccccc13)CCCC2=O	-6	-0.1	4	11	0	9	-6	-15	0	-2
N#C/C(=C\c1ccncc1)c1ccccn1	8	-0.8	22	10	1	10	3	9	-1	-3
COc1ccc(N2CCN(C(=O)c3ccc(Cn4c(=S)[nH]c5ccc(N6CCOCC6)cc5c4=O)cc3)CC2)cc1	-111	1.3	2	2	-1	23	-1	0	8	-6
O=C(NNS(=O)(=O)c1ccc(Cl)cc1)c1sccc1-n1cccc1	19	-1.6	-14	-3	2	19	-2	-21	7	-3
COc1ccc(COC(=O)CCS(=O)(=O)c2ccc(C)cc2)cc1	-12	-1.2	22	·	2	20	·	·	6	-3
Cc1nc(Cl)c(C#N)cc1-c1ccccc1	22	0.4	3	0	-4	35	-1	-14	1	2
COC(=O)CSc1nc2ncc(Cl)cc2[nH]1	-36	-0.3	22	3	-2	6	-2	-10	-2	-1
CCc1nnc(/N=C/c2c(O)n(-c3ccc(Cl)cn3)c(=O)c3ccccc23)s1	-42	0.0	-9	-2	1	13	-2	-58	3	4
CCC(C)NC(=O)c1nn(C)c(=O)c2ccccc12 (stereo unspecified)	16	0.0	-2	4	1	20	-2	-19	-6	-1
CCOCCCNC(=S)N(CCN(CC)CC)Cc1cc2cc3c(cc2[nH]c1=O)OCCO3	-6	-1.4	1	3	-1	-7	5	-5	-5	2
O=c1[nH]n2c(-c3ccccc3)nc(O)c2c2ccccc12	7	0.0	4	5	4	1	-3	-1	8	-3
Cc1nn(C(C)C(=O)c2cccc(Cl)c2)c(C)c1[N+](=O)[O-] (stereo unspecified)	0	-0.4	0	1	0	8	-2	6	-3	·
CCOC(=O)c1ccccc1NC(=O)COC(=O)CSC(C)C(=O)Nc1cc(C)on1 (stereo unspecified)	-6	-1.2	-5	-4	-4	9	-6	-31	-11	4
Cc1cc(C(=O)Nc2sc3c(c2C#N)CCC3)no1	-107	3.1	20	-5	2	3	-4	-59	15	-1
CCc1nnc(SCC(=O)Nc2ccc(C(C)=O)cc2)nc1CC	3	0.0	1	·	-1	37	·	·	-5	1
O=C(CO/N=C\c1ccccc1)Nc1ccccc1C(=O)N1CCOCC1	5	-0.2	-3	5	1	2	0	12	-8	0
COc1cccc(NC(=O)Cn2nnc(C(=O)Nc3ccccc3)c2N)c1	4	-0.2	-11	-1	-4	0	0	-10	0	1
CCC(C)c1ccc(NC(=O)C2CCCN(c3ncccn3)C2)cc1 (stereo unspecified)	-58	1.8	16	3	2	-10	2	-19	-2	0

Complete entries from above:
`O=C(NNS(=O)(=O)c1ccc(Cl)cc1)c1sccc1-n1cccc1` in the list: aSyn UTR inh = 19; HIF activator = -1.6; HSF-1 act = -14; IEC-6 tox = -3; GSK3beta inhib = 2; AI-2 QS mod = 19; HSP90 inh = -2; KLF5 inh = -21; HSF1 inhib = 7; GSK3 alpha inh = -3
`CCc1nnc(SCC(=O)Nc2ccc(C(C)=O)cc2)nc1CC` in the list: aSyn UTR inh = 3; HIF activator = 0.0; HSF-1 act = 1; IEC-6 tox = ·; GSK3beta inhib = -1; AI-2 QS mod = 37; HSP90 inh = ·; KLF5 inh = ·; HSF1 inhib = -5; GSK3 alpha inh = 1

Back to the main list; the 2 compounds before the break are reprinted first.
SMILES	aSyn UTR inh	HIF activator	HSF-1 act	IEC-6 tox	GSK3beta inhib	AI-2 QS mod	HSP90 inh	KLF5 inh	HSF1 inhib	GSK3 alpha inh
COc1cccc(NC(=O)Cn2nnc(C(=O)Nc3ccccc3)c2N)c1	4	-0.2	-11	-1	-4	0	0	-10	0	1
CCC(C)c1ccc(NC(=O)C2CCCN(c3ncccn3)C2)cc1 (stereo unspecified)	-58	1.8	16	3	2	-10	2	-19	-2	0
O=C(Oc1coc(CSc2ncccn2)cc1=O)c1cccs1	12	0.0	-19	-10	-1	23	-10	-41	-2	1
COc1ccc(NC(=O)c2sccc2OS(=O)(=O)N(C)C)cc1	-14	-0.2	-11	-2	3	32	0	-30	-4	0
Cc1c(N=Cc2ccncc2)c(=O)n(-c2ccccc2)n1C	-5	0.2	4	1	-1	2	0	-24	-12	-1
O=C(NCc1ccccc1)c1onc(CSc2ccc(Cl)cc2)c1C(=O)NCC1CC1	16	-0.3	19	·	4	11	·	·	14	-2
S=C(NCc1cccc(Cl)c1)NC1CCCCC1	-10	-0.1	4	-4	1	-27	-2	-14	-4	5
CCOC(=O)C1=C(CN2CC(C)CC(C)C2)NC(=O)NC1c1ccc2c(c1)OCO2 (stereo unspecified)	18	-0.6	20	0	·	·	0	-14	8	-1

Screening results: PubChem, several laboratories
